# Screening data deposited in PubChem by Southern Research Specialized Biocontainment Screening Center.
# Dengue-2 NS5 capping: Dengue-2 NS5 methyltransferase inhibitors, primary screen, biochemical, confirmation dose response (AID 588689); Dengue-2 NS5 methyltransferase capping enzyme assay, biochemical; higher % means a stronger effect; inhibition, % at 25 µM; hits with a dose series show IC50 in µM; 0.3% of 340,000 active; in the data active means a potency from the dose series; inconclusive means inhibition above about 29% without an active follow-up result
# MgcRacGAP inhibition: MgcRacGAP GTPase-activating activity inhibitors, confirmation, biochemical, ADP Hunter fluorescence; MgcRacGAP-stimulated Rac1 GTP hydrolysis, ADP Hunter fluorescence; higher % means a stronger effect; GST-tagged Rac1 F28L mutant substrate; inhibition, % at 30 µM, or IC50 in µM where a hit was titrated; 0.6% of 340,000 active; AID 624330;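 active means first-screen hits whose inhibition reached a set limit at any dose in the follow-up dose series; inconclusive means inhibition above the set first-screen limit but never retested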;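 further: fluorescence reports GDP produced by GAP-driven GTP hydrolysis; strong numbers were not always called active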
# Dengue-2 NS5 capping pilot replicate: also measured in Dengue-2 NS5 capping; calls as there; inhibition, %; measured here: pilot screen replicate inhibition
# * marks the source's active call; other numbers are inactive results; ? = inconclusive. Some of the compounds tested; the hit share may differ from the screen's.
# A first look, 7 compounds:
SMILES,Dengue-2 NS5 capping,MgcRacGAP inhibition,others
O=C(NCc1cc(C(F)(F)F)ccc1Cl)c1cccc2c1C(=O)c1ccc(N3CCC(N4CCCCC4)CC3)cc1S2(=O)=O,-9%,22%,
Cc1ccc(O)c(Cc2cc(C)cc(Cc3cc(C)ccc3O)c2O)c1,6%,8%,
COc1cccc(C(C)=NNc2ccc([N+](=O)[O-])cc2[N+](=O)[O-])c1OC,-5%,7%,
COC(=O)C1(C)CCCC2(C)c3cc(OC)ccc3C(=O)C(Br)C12 (stereo not drawn),-18%,18%,
COc1ccc(CCNC(=O)CSc2nc3c(sc(=S)n3-c3ccccc3)c(=O)[nH]2)cc1OC,5%,19%,
Cc1ccc(S(=O)(=O)N2CCOCC2)cc1C(=O)Nc1cc(S(=O)(=O)N2CCCCC2)ccc1O,-19%,1%,
Cc1ccccc1-c1ccc2c(c1)O[C@@H](CN(C)Cc1ccc(C(=O)O)cc1)[C@@H](C)CN([C@H](C)CO)S2(=O)=O,-4%,9%,

# The listing, from the first entry:
SMILES,Dengue-2 NS5 capping,MgcRacGAP inhibition,others
O=C(NCc1cc(C(F)(F)F)ccc1Cl)c1cccc2c1C(=O)c1ccc(N3CCC(N4CCCCC4)CC3)cc1S2(=O)=O,-9%,22%,
Cc1ccc(O)c(Cc2cc(C)cc(Cc3cc(C)ccc3O)c2O)c1,6%,8%,
COc1cccc(C(C)=NNc2ccc([N+](=O)[O-])cc2[N+](=O)[O-])c1OC,-5%,7%,
COC(=O)C1(C)CCCC2(C)c3cc(OC)ccc3C(=O)C(Br)C12 (stereo not drawn),-18%,18%,
COc1ccc(CCNC(=O)CSc2nc3c(sc(=S)n3-c3ccccc3)c(=O)[nH]2)cc1OC,5%,19%,
Cc1ccc(S(=O)(=O)N2CCOCC2)cc1C(=O)Nc1cc(S(=O)(=O)N2CCCCC2)ccc1O,-19%,1%,
Cc1ccccc1-c1ccc2c(c1)O[C@@H](CN(C)Cc1ccc(C(=O)O)cc1)[C@@H](C)CN([C@H](C)CO)S2(=O)=O,-4%,9%,
Cc1ccc(S(=O)(=O)n2cccc2/C=C/[N+](=O)[O-])cc1,-9%,?,
COc1ccc(CNC(=O)C2CCCN2C(=O)Nc2cccc(Cl)c2)cc1 (stereo not drawn),-2%,5%,
Cc1c(NC(=O)C(C)OC(=O)c2ccc([N+](=O)[O-])cc2Cl)c(=O)n(-c2ccccc2)n1C (stereo not drawn),-7%,1%,
COc1cc(OC)c2c3c(c(C4CCCCC4)nc2c1)CCCC3,3%,11%,Dengue-2 NS5 capping pilot replicate=4.0
CCCCn1c(N)c(N(Cc2ccccc2OC)C(=O)C(C)Oc2ccc(Br)cc2)c(=O)[nH]c1=O (stereo not drawn),-7%,6%,
OC(Cc1cccnc1)(c1ccccc1)c1ccccc1,7%,-1%,
N#CCC(=O)Nc1ccc(C(=O)OCC(=O)Nc2cc(-c3ccccc3)nn2-c2ccccc2)cc1,0%,17%,
Nc1cc(SCc2ccc([N+](=O)[O-])cc2)ncn1,-12%,51%,
N#CC(c1ccc(O)cc1)N1CCN(C(C#N)c2ccc(O)cc2)CC1 (stereo not drawn),-1%,2%,
O=C1CCC(c2ccccc2)N1c1ccccc1 (stereo not drawn),-5%,-6%,
CCC(c1ccccc1)C(CC)c1cc(O)c(O)c(O)c1 (stereo not drawn),39µM*,-141%,
Nc1ccc(C(=O)Nc2ccc3cc(S(=O)(=O)O)ccc3c2)cc1,-2%,6%,
CCn1c(=S)[nH]c2c(=O)n(C)c(=O)n(C)c21,-4%,21µM*,
CSCCC(NC(=O)c1ccc(Cl)cc1Cl)C(=O)NCC(c1cccs1)N(C)C (stereo not drawn),-6%,6%,
CC(C)(CNC(=O)c1cccc(S(=O)(=O)Nc2ccc(SC(F)F)cc2)c1)N1CCOCC1,4%,8%,
Cn1ncc2c(N)nc(NCCO)nc21,1%,7%,
O=P(NCc1ccccc1)(OCc1ccccc1)OCc1ccccc1,-1%,5%,
O=C(CCCCC(=O)OCC1COCO1)OCC1COCO1 (stereo not drawn),-3%,0%,
O=C1OCCC1=COCCCCOC=C1CCOC1=O,-3%,1%,
COc1ccc(S(=O)(=O)N=N/C=C2\C=CC=CN2O)cc1OC,-2%,3%,
C[C@@H]1CN([C@@H](C)CO)C(=O)CCCn2nncc2CO[C@H]1CN(C)Cc1ccc2cccnc2c1,-5%,0%,
COc1ccc(C2=CCCCCC2)c(OC)c1OC,-12%,0%,
CCCCN1C(=O)C(CC(=O)NCCCN(C)C)CC(C(=O)N(CC)CC)=C1C (stereo not drawn),8%,13%,
COc1ccc(CN2C(=O)C(CC(=O)NCCc3ccccn3)CC(C(=O)N(C)C)=C2C)cc1 (stereo not drawn),3%,19%,
CCOC(=O)N1CCN(C(=O)CCN2C(=O)/C(=C\c3ccc(OC)c(OC)c3)SC2=S)CC1,5%,12%,
O=[N+]([O-])c1ccc(CN2CC(N3CCCC3)CS2(=O)=O)cc1 (stereo not drawn),-4%,15%,
CCCCCCn1c(=O)n2n(c1=O)C[C@]1(OC(=O)NCc3ccccc3)CN(S(=O)(=O)c3ccc(C)cc3)C[C@]1(O)C2,-5%,13%,
O=C(Cc1ccc([N+](=O)[O-])cc1)c1ccccc1,5%,0%,
COC(=O)c1ccccc1N=NNc1ccc([N+](=O)[O-])cc1,8%,10%,
CN(C(=O)c1cccc(NC(=O)Cc2cccc(NC(=O)C3CCCN(C(=O)C4CCCC4)C3)c2)c1)C1CC1 (stereo not drawn),-6%,9%,Dengue-2 NS5 capping pilot replicate=1.2
C=CCN(C(=O)CSc1nc2ccsc2c(=O)n1Cc1ccc(C(=O)O)cc1)c1ccccc1,5%,27%,
O=C(c1ccc(CS(=O)c2ccccc2Cl)o1)N1CCN(C2CCCCC2)CC1 (stereo not drawn),-10%,0%,
COc1ccc(OC(=O)OCc2ccccc2)cc1,3%,12%,
CCOC(=O)N1CCC2CC1c1cc(-c3cccc(OC)c3)ccc12 (stereo not drawn),-1%,8%,
O=C(OC12CC3CC(CC(C3)C1)C2)c1ccc(NCc2cc(O)ccc2O)cc1,-12%,-7%,
COc1cc(C(=O)N(Cc2ccccc2)c2cccc(C)c2)ccc1OCC(=O)N1CCOCC1,-2%,9%,
Oc1ccccc1C=NNC(=S)NN=Cc1ccccc1O,-27%,8%,
COc1ccccc1N1CC(C(=O)OC(C)C(=O)Nc2ccc(F)cc2)CC1=O (stereo not drawn),-3%,5%,
O=C(Cn1cc(C(F)(F)F)ccc1=O)Nc1ccc2c(c1)OCO2,7%,3%,
Cn1c(SCC(=O)N2CCCC2)nc2c(c1=O)SCC2,-2%,-1%,
C[C@@H]1CN([C@@H](C)CO)S(=O)(=O)c2ccc(Br)cc2O[C@@H]1CN(C)C(=O)C1CC1,-7%,8%,
C=C1[C@@H](O)[C@H](CC(C)C)N(Cc2ccccc2Br)S1(=O)=O,-8%,-3%,
CCCC#Cc1cnc2c(c1)C(=O)N([C@H](C)CO)C[C@@H](C)[C@H](CN(C)S(=O)(=O)c1cccc(OC)c1)O2,-1%,10%,
CCOC(=O)C1=C(COC(=O)C2CC(=O)N(c3ccccc3CC)C2)NC(=O)NC1C (stereo not drawn),-5%,8%,
O=C(NNc1nc(N2CCCC2)nc(N2CCCC2)n1)c1ccccc1,-14%,-4%,
Cc1nnc(SC(C)C(=O)c2c[nH]c3ccccc23)n1C1CC1 (stereo not drawn),2%,0%,
C[C@@H]1CN([C@@H](C)CO)C(=O)CCCn2nncc2CO[C@H]1CN(C)C(=O)c1cc(-c2ccccc2)on1,-1%,13%,
CC1C(c2ccccc2)OCCN1C=NC#N (stereo not drawn),-2%,6%,
CCN(CC(=O)Nc1cc(Cl)ccc1C)C(=O)C1CCN(c2ncnc3sc(C)c(C)c23)CC1,-4%,-5%,
COc1ccc(C(CNC(=O)c2cccc(S(=O)(=O)N3CCCc4ccccc43)c2)N(C)C)cc1 (stereo not drawn),4%,2%,
Cc1cn(CC(=O)NCCN2CCOCC2)c(=O)[nH]c1=O,-2%,8%,
CC/C(=C\c1ccc(N(C)C)cc1)c1ccncc1,7%,30µM*,
COc1cc(/C=N/NC(=O)c2nnn(-c3nonc3N)c2C)ccc1OCc1ccc(Cl)cc1,-4%,5%,
# Remaining list, next part
SMILES,Dengue-2 NS5 capping,MgcRacGAP inhibition,others
O=c1[nH]c2ccc([N+](=O)[O-])cc2[nH]1,-4%,4%,
COc1ccc(-c2ccc3c(c2)C2CC3CCN2CCC#N)cc1 (stereo not drawn),-6%,6%,Dengue-2 NS5 capping pilot replicate=-3.4
COc1ccccc1NC(=O)N(C)C[C@H]1OCc2cnnn2CCCC(=O)N([C@H](C)CO)C[C@H]1C,2%,15%,
Cc1ccc(S(=O)(=O)N2CC3(O)CN(C(=O)OC(C)C)N(C(=O)OC(C)C)CC3(OC(=O)NCc3ccccc3)C2)cc1 (stereo not drawn),-1%,9%,
CC(C)CCN1CCC[C@]2(N[C@H](c3ccccc3)[C@@H]3C(=O)N(Cc4ccccc4)C(=O)[C@@H]32)C1=O,-1%,13%,
COc1ccc(-c2csc(N(CCCN(C)C)C(=O)c3ccc(OC)c(OC)c3)n2)cc1,0%,18%,
C[C@@H]1CN([C@H](C)CO)C(=O)CCCn2cc(nn2)CO[C@H]1CN(C)C(=O)Nc1ccc2c(c1)OCO2,-2%,17%,
CCOC(=O)N(C)C[C@@H]1OCc2cnnn2CCCC(=O)N([C@H](C)CO)C[C@@H]1C,-5%,8%,
O=C(O)Cn1ccnc1[N+](=O)[O-],-2%,-3%,
CCCCN(C(=O)C1CCN(C(=O)c2ccccc2C)CC1)c1c(N)n(CC(C)C)c(=O)[nH]c1=O,1%,6%,
COc1ccc([C@H]2CN(CCc3ccccc3)C(=O)[C@@H]2CC(=O)Nc2ccccc2)cc1,-2%,3%,
O=C1NC(Cc2ccccc2)C(=O)N1Cc1ccccc1 (stereo not drawn),-4%,1%,
CC1CCCCC1NC(=O)COc1ncnc2sccc12 (stereo not drawn),-3%,-7%,
COC(=O)[C@@]1(Cc2ccccc2)[C@H]2C(=O)N(C)C(=O)[C@H]2[C@H]2CN(C)C(=NCc3ccccc3)N21,0%,6%,Dengue-2 NS5 capping pilot replicate=4.6
CCOc1ccc(-n2c(C)c3c(C)nnc(C)c3c2C)cc1,-8%,12%,
CC1([N+](=O)[O-])COC2(CCCCC2)OC1,0%,3%,
CCN1C(=O)[C@H]2[C@@H](c3ccc(C)cc3)N3C(=O)N(c4cccc(Br)c4)C(=O)[C@@]3(C)[C@H]2C1=O,2%,4%,
COc1cc(/C=C/CNC[C@H]2O[C@@H](n3ccc(=O)[nH]c3=O)[C@H](O)[C@@H]2O)ccc1O,1%,13%,Dengue-2 NS5 capping pilot replicate=1.8
Nc1nc(Cl)nc2c1ncn2C1OCC(O)C(O)C1O (stereo not drawn),-7%,-3%,
COc1ccc(N2CCN(C(=O)COC(=O)[C@@H](NC(=O)OCc3ccccc3)C(C)C)CC2)cc1,1%,23%,
CCOC(=O)Nc1ccc2c(c1)C(=NO)c1ccccc1-2,2%,8%,
C[C@H](CO)N1C[C@H](C)[C@H](CN(C)Cc2cccc(F)c2)Oc2ncc(Br)cc2C1=O,-8%,-11%,
CNC(=O)C[C@@H]1C(=O)N(C2CCCCC2)CC1(C)C,-2%,7%,
Cc1ccc(S(=O)(=O)NCc2ccccc2)cc1C(=O)NCC(=O)Nc1c(C)cccc1C,-1%,1%,
CC(=O)c1ccc(S(=O)(=O)N2CCN(CC(=O)NC(=O)NC3CCCCC3)CC2)cc1,-3%,-4%,
CN1C(=O)C(CC#N)(C2(CC#N)C(=O)N(C)c3ccccc32)c2ccccc21 (stereo not drawn),1%,10%,Dengue-2 NS5 capping pilot replicate=-0.6
COc1ccc([C@H]2C[C@H](O)[C@@H](n3cc(C4CC4)nn3)CN2C(=O)C2CCCCC2)cc1,-2%,15%,
N=c1ccn(O)cc1CCc1ccccc1,6%,-2%,
C[C@H](CO)N1C[C@H](C)[C@@H](CN(C)C(=O)NC2CCCCC2)OCc2cnnn2CCCC1=O,-2%,5%,
COc1ccc(Cc2nc3ccc(C(=O)NC4CCOC4)cc3o2)cc1OC (stereo not drawn),2%,9%,
O=C(Nc1ccc2c(c1)[nH]c(=O)c1ccccc12)C(F)(F)F,-7%,4%,
O=C1CCc2cccc(O)c2N1,-4%,11%,
COCCNC(=S)N1CCC(C(=O)c2ccc(Cl)cc2)CC1,1%,8%,
O=C(NCCc1ccccc1)c1ccc(NC(=O)C2CC2)cc1,-6%,11%,
COc1ccc(S(=O)(=O)N2CCCOC2CNC(=O)C(=O)NCc2ccccc2C)cc1 (stereo not drawn),-4%,13%,
CCOC(=O)C1=C(COC(=O)c2cc([N+](=O)[O-])ccc2Cl)NC(=O)NC1C (stereo not drawn),0%,3%,
C[C@H](CO)N1C[C@H](C)[C@@H](CN(C)S(=O)(=O)c2cn(C)cn2)Oc2ncc(Br)cc2C1=O,1%,12%,
CC(OCC(O)CN1CCN(S(=O)(=O)c2ccc(Cl)cc2)CC1)c1ccc(Cl)cc1 (stereo not drawn),4%,14%,
C[C@@H]1CN([C@@H](C)CO)C(=O)CCCn2nncc2CO[C@H]1CN(C)Cc1ccc(Cl)c(Cl)c1,-4%,8%,

# Some of these compounds in order of number of heavy atoms, lowest first.
SMILES,Dengue-2 NS5 capping,MgcRacGAP inhibition,others
O=C1CCc2cccc(O)c2N1,-4%,11%,
CCOC(=O)Nc1ccc2c(c1)C(=NO)c1ccccc1-2,2%,8%,
CCOC(=O)C1=C(COC(=O)c2cc([N+](=O)[O-])ccc2Cl)NC(=O)NC1C (stereo not drawn),0%,3%,
COc1ccc(S(=O)(=O)N2CCCOC2CNC(=O)C(=O)NCc2ccccc2C)cc1 (stereo not drawn),-4%,13%,
